Screening results as filed in PubChem.
Abeta yeast res = restores growth of yeast expressing A-beta42 peptide | yeast expressing A-beta42, growth rescue, OD600, 48 h; response scale: 0% DMSO, 100% iron-clioquinol control | Potency, µM (series often up to 46.1 µM), for the others: at the top dose growth rescue, usual class: activators | actives 0.063% (n = 410,000); also: potency is read from the fitted curve at half-maximal effect; nearly all actives have a fitted effect of over 55% in size
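Growth rescue measured by 600 nm absorbance after 48 h yeast culture at 30 C with compound. Values normalized between DMSO and an equimolar ferric chloride plus clioquinol control.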
FUS yeast rescue = rescues growth of FUS-expressing yeast. Potency, µM (doses to about 76.6 µM), without a hit: at the highest dose growth rescue (activation), most hits filed as activators. actives 0.24% (n = 390,000). S. cerevisiae FUS-expressing, growth rescue, OD600, 24 h;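 also: potency is read from the fitted curve at half-maximal effect; plate controls were DMSO vehicle for no effect and reference control for full effect; nearly all actives have a fitted effect of over 55% in size; some results filed as inactive show a strong effect at the top dose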
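Compound concentration series was pinned onto galactose-induced FUS-expressing yeast seeded at OD 0.005. Plates sat 24hr at 30C; absorbance at 600 nm gave growth. DMSO served as background control.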
D3 antag = blocks the human D3 dopamine receptor; AID 652054; D3R cells, DiscoveRx beta-arrestin luminescence, antagonist mode; stronger effect = lower value; actives 2.5% (n = 360,000); P35462; max response, negative = inhibition, %; in the data active = max response below about -50%; inconclusive = no clear call, values can overlap the other calls; also: % is scaled to controls: 0 for no effect and ±100 for the full control effect; mostly tested at two doses, the higher about 12 µM
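Cells expressing the human receptor were seeded at 1500 cells/well, incubated overnight at 37 degrees C in 5% CO2, then exposed to library compounds with dopamine controls for 90 minutes at 37 degrees C before luminescent detection.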
GLP1R ag = GLP-1 receptor (human) agonism. P43220. HEK293 GLP-1R CRE-luciferase, luminescence, 4-6 h; cells express a hypersensitive GLP-1R form. Potency, µM (doses to about 45.6 µM), inactives show at the top dose activation, usual class: activators. actives 0.007% (n = 380,000). AID 624172; also: potency is read from the fitted curve at half-maximal effect; % of control where 0% means no effect
Target sequence (P43220 whole entry, looked up): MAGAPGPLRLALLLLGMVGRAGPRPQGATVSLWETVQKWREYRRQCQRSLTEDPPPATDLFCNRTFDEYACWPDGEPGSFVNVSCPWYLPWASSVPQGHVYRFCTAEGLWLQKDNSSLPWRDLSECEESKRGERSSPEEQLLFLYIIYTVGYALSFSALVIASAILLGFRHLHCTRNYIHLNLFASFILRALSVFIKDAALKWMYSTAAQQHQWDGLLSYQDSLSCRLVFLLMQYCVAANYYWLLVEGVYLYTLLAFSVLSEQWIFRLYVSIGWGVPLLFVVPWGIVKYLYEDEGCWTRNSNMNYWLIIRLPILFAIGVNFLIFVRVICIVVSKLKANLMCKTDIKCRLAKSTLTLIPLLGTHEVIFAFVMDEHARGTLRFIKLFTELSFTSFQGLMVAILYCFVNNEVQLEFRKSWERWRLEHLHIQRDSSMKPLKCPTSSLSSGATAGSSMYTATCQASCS
aSyn yeast inh = rescues yeast growth from alpha-synuclein toxicity; Yeast expressing alpha-synuclein, growth rescue, BacTiter-Glo, 24 h; Potency, µM (titrated, usually from 46.1 µM), without a hit: at the top dose growth rescue (activation), hits mostly activators; actives 0.14% (n = 370,000); AID 652106; also: potency is read from the fitted curve at half-maximal effect; % of control where 0% means no effect; nearly all actives have a fitted effect of over 65% in size
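Rescue of yeast growth: cells expressing toxic alpha-synuclein, induced in galactose at OD600 0.02, incubated with compound 24 h at 30 C. ATP luminescence quantified growth; inhibitors of toxicity appear as activators.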
GLP-1R inv ag = acts as inverse agonist at human GLP-1 receptor. P43220. HEK293 GLP-1R CRE-luciferase, luminescence, 24 h; GLP-1R form is constitutively active. Potency, µM (titrated, usually from 38.3 µM), for the others: at the highest dose activity change, negative = inhibition, usual class: inhibitors. actives 1.6% (n = 410,000); also: potency is read from the fitted curve at half-maximal effect; % is scaled to controls: 0 for no effect and ±100 for the full control effect; nearly all actives have a fitted effect of over 55% in size
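Cells are plated, allowed 12 hours at 37 deg C, then treated with compounds for 24 hr before luciferase detection reagent is added and luminescence is read after 12 min at room temperature. The HEK293 line carries constitutively active GLP-1R with a cAMP-responsive reporter.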
PTHR1 agonist = PTHR1 (human) receptor agonism | actives 0.075% (n = 410,000) | AID 743266 | HEK293 GP2 PTHR1 cells, GloSensor cAMP luminescence, 1 h | Potency, µM (highest dose often 115 µM), for inactives: at the top dose activation, actives largely listed as activators; also: potency is read from the fitted curve at half-maximal effect; nearly all actives have a fitted effect of over 55% in size; some results filed as inactive show a strong effect at the top dose; inactives centre near -15; many of its hits are not listed in these tables
Target sequence (Q03431 whole entry, looked up): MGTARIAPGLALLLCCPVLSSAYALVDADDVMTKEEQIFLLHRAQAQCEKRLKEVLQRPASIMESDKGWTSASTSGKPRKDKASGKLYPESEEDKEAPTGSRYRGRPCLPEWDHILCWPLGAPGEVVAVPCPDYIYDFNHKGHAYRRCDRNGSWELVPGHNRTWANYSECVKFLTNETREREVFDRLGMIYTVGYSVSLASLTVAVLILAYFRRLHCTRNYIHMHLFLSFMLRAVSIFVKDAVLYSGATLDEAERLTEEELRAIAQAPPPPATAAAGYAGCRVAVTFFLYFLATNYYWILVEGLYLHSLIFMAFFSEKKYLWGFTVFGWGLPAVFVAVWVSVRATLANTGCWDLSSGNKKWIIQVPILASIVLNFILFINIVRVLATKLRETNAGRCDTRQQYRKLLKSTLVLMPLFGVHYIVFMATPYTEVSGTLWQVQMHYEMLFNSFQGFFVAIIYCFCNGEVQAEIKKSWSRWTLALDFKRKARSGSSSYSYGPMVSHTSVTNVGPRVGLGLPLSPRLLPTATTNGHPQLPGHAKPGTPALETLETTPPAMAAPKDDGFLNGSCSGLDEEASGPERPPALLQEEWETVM
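HEK-293-derived GP2 cells expressing PTHR1 and a GloSensor cAMP reporter, 3,000/well, plated overnight, given luciferin plus IBMX (each 0.5 mM as added) for 1 h at 37 °C, then compound for 1 h at 37 °C. Luminescence was read after 15 min at room temperature.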
pAkt inh = Akt phosphorylation inhibition; Neuro2A IGF-stimulated pAkt S473 HTRF, 20 min; stronger effect = lower value; activity change, % for hits at 50 µM; actives 0.32% (n = 360,000); in the data active = activity change below about -80%; inconclusive = mostly about -51% to -80%; also: % is scaled to controls: 0 for no effect and ±100 for the full control effect
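Neuro2A cells (4,500/well, DMEM with 0.5% FBS) were treated with compound at a single 50 µM final concentration, stimulated with 6 nM IGF for 20 min at 37 °C, and lysed. Phospho-Akt Ser473 was read by HTRF as 665/615 ratio ×10^4.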
TDP43 rescue = inhibitors of TDP-43 toxicity in yeast; TDP-43 expressing yeast growth rescue, BacTiter-Glo, 24 h; Potency, µM (top dose mostly 46.1 µM), for the others: top-dose growth rescue (activation), hits mostly activators; actives 1.8% (n = 410,000); AID 652104; also: potency is read from the fitted curve at half-maximal effect; % of control where 0% means no effect; nearly all actives have a fitted effect of over 50% in size
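In this qHTS, compounds that restore growth of yeast expressing TDP-43 appear as activators. Cells (OD600=0.02, galactose medium, raffinose-pregrown) are incubated with compound 24 hr at 30 deg C and growth is quantified by BacTiter-Glo.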
* marks the source's active call; other numbers are inactive results; i = inactive; ? = inconclusive; . = no result given; & = joins results of further samples; [ ] = another dose, or the depositor's remark. Unless noted, calls follow the shape of the dose curve; as a rule, active = well fitted curve in the direction sought with a large enough effect; inconclusive = small, poorly fitted or top-dose-only effect, or another doubt; inactive = no such curve, though single readings can be large; an effect the other way counts as inactive or inconclusive. Some of the compounds tested; count on the stated rates, not on these rows.

Values run as follows: Abeta yeast res	FUS yeast rescue	D3 antag	GLP1R ag	aSyn yeast inh	GLP-1R inv ag	PTHR1 agonist	pAkt inh	TDP43 rescue
- CCCOc1ccc(-c2nnn(CC(=O)Nc3cccc(C(=O)OC)c3)n2)cc1
→ 8%	.	5	0%	1%	3%	i	i	4%
- Cc1ccc(C)c(Nc2ncnc3onc(C)c23)c1
→ -12%	-20%	.	.	.	11%	-17%	.	11%
- N#CCCN(Cc1ccccc1)C(=O)Nc1ccccc1
→ 12%	-23%	-5	12%	-10%	-8%	i	i	9%
- O=C1c2cccc3c([N+](=O)[O-])ccc(c23)C(=O)N1Cc1cccnc1
→ -85%[inhibitor]	-2%	-26	-5%	3%	129%[activator]	-37%	i	?
- O=c1[nH]c(-c2cccnc2)nc2ccccc12
→ 13%	-14%	24	-6%	4%	17%	i	i	8%
- Cc1cc(C)cc(C(O)c2ncc(-c3ccccc3)[nH]2)c1 (configuration not stated)
→ -8%	2%	5	-2%	-4%	8%	i	i	17%
- CCN(C(=O)COC(=O)CCCN1C(=O)c2cccc3cccc(c23)C1=O)C1CCS(=O)(=O)C1 (configuration not stated)
→ 4%	10%	11	18%	4%	18%	2%	i	23%
- CCOC(=O)C1=CCN(S(=O)(=O)c2ccccc2Br)C1c1ccc(C)cc1 (configuration not stated)
→ 2%	29%	5	18%	1%	?	-79%[inhibitor]	i	12%
- CCc1cc(=O)oc2cc(OCC(=O)NCCCn3ccnc3)ccc12
→ .	-9%	-24	-2%	-6%	1%	13%	i	-8%
- O=C(c1ccco1)N(Cc1ccc(Cl)cc1)Cc1ccco1
→ 6%	-6%	-21	-6%	1%	?	-8%	i	?
- O=C(NCc1ccc2c(c1)OCO2)C1CCC(CNS(=O)(=O)c2ccccc2)CC1 (configuration not stated)
→ 11%	0%	3	-2%	-12%	?	-10%[57.5 µM]	i	-1%
- CCCSCCCNC(=O)c1ccccc1NC(=O)C1=CSCCO1
→ .	44%	12	6%	-17%	-32%	-20%	i	15%
- Cc1ccc(NC(=O)C2CCN(c3nnc(C)c4c(C)n(-c5ccccc5)nc34)CC2)cc1Cl
→ -3%	20%	.	.	.	19%	1%	.	11%
- CCCC(=O)Nc1ccc(NC(=S)NC(=O)c2cccs2)cc1
→ -11%	7%	?	-5%	-3%	?	i	i	5%
- COCCNC(=O)c1cc2nc3c(c(C(F)(F)F)n2n1)CCc1ccccc1-3
→ 4%	27%	-6	1%	2%	18%	i	i	?
- CCOc1ccccc1N1CCN(CC(=O)Nc2nc(C)c(C(=O)N(C)C)s2)CC1
→ 1%	12%	-6	-9%	0%	4%	i	i	-6%
- O=S(=O)(NCc1ccco1)c1cccc(S(=O)(=O)N2CCOCC2)c1
→ -3%	-3%	-30	-7%	4%	0%	i	i	-18%
- CC(C)c1nnc(NC(=O)C2CC(=O)N(CCc3ccc(F)cc3)C2)s1 (configuration not stated)
→ -1%	37%	10	7%	1%	1%	i	i	5%
- Cc1ccc(S(=O)(=O)N(C)C)cc1[N+](=O)[O-]
→ -15%	14%	-16	11%	0%	36%[activator]	i	i	-9%
- CCCCN1CC[C@H]2C=CC[C@@H](C(=O)Nc3ccc(Cl)c(C(F)(F)F)c3)[C@H]2C1=O
→ 1%	-15%	2	2%	8%	1%	-23%	i	7%
- O=C(CCCn1c(=S)[nH]c2cc3c(cc2c1=O)OCO3)NCCc1ccc(Cl)cc1
→ -1%	-8%	-8	-3%	-4%	0%	-78%[inhibitor]	i	24%
- Cc1cc(C)nc(SCc2cn3ccccc3n2)n1
→ -4%	-7%	0	12%	1%	66%[activator]	i	i	8%
- COc1ccc2nc3sc(C(=O)NCCCN4CCc5ccccc5C4)cc3cc2c1
→ -4%	.	-88*	6%	0%	?	-8%	i	3%
- O=C1C(=Cc2ccccc2Cl)CCc2ccccc21
→ -28%	-2%	?	-5%	-27%	?	-6%	i	-6%
- CC1CCCCC1NC(=O)C1CCN(C(=O)NC2CCCCC2)CC1 (configuration not stated)
→ -2%	9%	-6	-7%	-9%	2%	i	i	0%
- O=C(NC1CCCCC1)C(c1ccc2ncccc2c1)N(Cc1ccc2c(c1)OCO2)C(=O)c1ccc2c(c1)OCCO2 (configuration not stated)
→ 7%	36%	1	12%	5%	23%	-1%	i	17%
- COC1CCCN(Cc2nc(Cc3ccccc3F)no2)C1 (configuration not stated)
→ 3%	-12%	3	2%	-5%	3%	i	i	-4%
- COc1cccc(NC(=O)CSc2nnc(Cc3ccc(OC)c(OC)c3)o2)c1
→ -4%	-3%	-2	12%	-1%	13%	-71%[inhibitor]	i	13%
- CCOC(=O)[C@]12CCCC=C1N(CCC1=CCCCC1)C(=O)[C@H](CC(=O)NCCC(C)C)C2
→ -7%	37%	8	.	-18%	?	-6%	i	25µM*
- O=C(CSc1ccccn1)Nc1nc2c(ccc3ccccc32)s1
→ 16%	.	38	7%	-3%	1%	-29%	i	9%
- Cc1cc(C)c(C#N)c(OCC2CCCO2)n1 (configuration not stated)
→ -14%	-24%	2	-6%	20%	20%	-25%	i	14%
- O=C(COC(=O)CCC(=O)c1cccs1)Nc1ccc(S(=O)(=O)N2CCOCC2)cc1
→ 14%	10%	12	-3%	2%	12%	-26%	i	20%
- O=C(Nc1ccc(C(F)(F)F)cc1)N1CCC(N2CCCCC2)CC1
→ -29%	-10%	.	.	.	-3%	i	.	-7%
- COc1ccc(OCC(O)CN2CCN(c3ncccn3)CC2)cc1 (configuration not stated)
→ -8%	.	?	-10%	-13%	-21%	-10%	i	6%
- COC(=O)c1ccccc1NC(=O)CSc1nc(N)cc(N)n1
→ -7%	2%	-7	5%	1%	21%	-1%	i	?
- CCCCn1c(N)c(N(CCC(C)C)C(=O)COC(=O)c2ccc3ccccc3c2)c(=O)[nH]c1=O
→ -9%	9%	0	15%	2%	9%	0%	i	-21%
- COc1ccc(/C(C)=N/Nc2ccc(F)cc2F)c(O)c1
→ 6%	-12%	-6	-15%	-1%	-12%	-5%	i	17%
- CCCc1cc(=O)[nH]c(SCC(=O)c2c(N)n(C)c(=O)n(C)c2=O)n1
→ 0%	-14%	5	-3%	6%	0%	-6%[57.5 µM]	i	-8%
- CCN1CCCn2c1nc1c2c(=O)n(C)c(=O)n1C
→ -21%	.	-8	0%	-7%	28%	-7%	i	-6%
- Cc1ccc2[nH]c(=O)c3cc(C(=O)NCc4cccc(Cl)c4)sc3c2c1
→ -6%	7%	.	.	.	5%	i	.	4%
- Cc1cc(C)cc(C(O)c2ncc(-c3ccccc3Cl)[nH]2)c1 (configuration not stated)
→ -4%	-7%	-29	6%	1%	?	-36%[inhibitor]	.	12%
- O=C(CN1C(=O)S/C(=C\C=C\c2ccccc2)C1=O)Nc1ccc(C(=O)O)cc1
→ 12%	1%	4	-4%	0%	9%	-7%	i	17%
- O=C(c1coc(=O)c2ccccc12)N1CCN(Cc2ccccc2)CC1
→ -5%	28%	-18	-9%	-2%	-27%	i	i	-4%
- Cc1cc(C(=O)Nn2c(-c3ccncc3)nc3ccccc3c2=O)ccc1[N+](=O)[O-]
→ 13%	8%	2	1%	2%	3%	i	i	-3%
- O=C(CSc1nc2c([nH]c3ccccc32)c(=O)n1-c1ccc(F)cc1)NCc1ccco1
→ -11%&8%	-7%&-14%	0	9%&-2%	1%&1%	-25%&-17%	-6%&-44%	i	20%&25%
- COc1ccc(Cc2c(-c3ccc(F)cc3)nc3c(C)cc(Br)cn23)c(C)c1
→ -14%	34%	?	-1%	7%	-19%	i	i	20%
- COC(=O)c1sccc1S(=O)(=O)N(CC(=O)NCc1ccc(C)cc1)c1ccccc1
→ -8%	6%	.	.	.	15%	-24%	.	2%
- CC1=CC2(C)C(C3C(C)=CC2(C)C(=O)C3(C)O)C(C)(O)C1=O (configuration not stated)
→ -13%	11%	1	2%	-23%	1%	i	i	-4%
- CC(=O)N1CCCN(Cc2cn(-c3ccc(C)cc3)nc2-c2cccc(C)c2)CC1
→ 15%	-5%	?	24%	1%	10µM*	-1%	i	4%
- CN(c1ncc(C(F)(F)F)cc1Cl)N1C(=O)c2cccc([N+](=O)[O-])c2C1=O
→ 12%	-2%	-18	0%	2%	14%	-17%	i	4%
- CCOc1cc(N)c(Cl)cc1C(=O)NCC1CN(Cc2ccc(F)cc2)CCO1 (configuration not stated)
→ -22%	-20%	?	11%&3%	-9%	-25%	-28%	i	3%
- Cc1ccccc1C(=O)NC1CCCCCCC1
→ 2%	-12%	8	-6%	-4%	?	-27%	i	14%
- CCOc1ccc2nc(NC(=O)COC)sc2c1
→ -7%	-12%	9	-19%	4%	?	-5%	i	?
- Cc1cc(-c2ccc(N3C(=O)CCC3=O)c(C)c2)ccc1N1C(=O)CCC1=O
→ -7%	8%	-19	1%	-3%	14%	27%[57.5 µM]	i	-20%
- CC1CCCCN1C(=O)CSc1nnc2ccccn12 (configuration not stated)
→ -5%	.	0	0%	-3%	4%	i	i	0%
